# Vif imaging = blocks HIV Vif function. HEK293T cells, Vif self-association by quenched fluorescence, imaging, 24 h. inhibition, % at 7.49 µM. hit rate 0.35% among 340,000. AID 602346; in the data active = inhibition above about 50%, passing the limit was not always enough; also: some results filed as inactive read as strong as hits
# NCOA3 inh = inhibitors of human steroid receptor coactivator 3 (SRC3); HEK293 GAL4-SRC3 luciferase reporter, luminescence; AID 588352; Q9Y6Q9; hit rate 0.17% among 360,000; inhibition, % at 3.6 µM;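 active = inhibition above a per-campaign cutoff, the mean of all compounds plus 3 SD, cut at about 60% in these data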;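 also: 0% = DMSO-treated cells and 100% = gossypol-treated cells at 36 µM; higher means less SRC3-driven luciferase light from the GAL4 reporter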
# Target sequence (Q9Y6Q9 whole entry, looked up, the tested form may be a part): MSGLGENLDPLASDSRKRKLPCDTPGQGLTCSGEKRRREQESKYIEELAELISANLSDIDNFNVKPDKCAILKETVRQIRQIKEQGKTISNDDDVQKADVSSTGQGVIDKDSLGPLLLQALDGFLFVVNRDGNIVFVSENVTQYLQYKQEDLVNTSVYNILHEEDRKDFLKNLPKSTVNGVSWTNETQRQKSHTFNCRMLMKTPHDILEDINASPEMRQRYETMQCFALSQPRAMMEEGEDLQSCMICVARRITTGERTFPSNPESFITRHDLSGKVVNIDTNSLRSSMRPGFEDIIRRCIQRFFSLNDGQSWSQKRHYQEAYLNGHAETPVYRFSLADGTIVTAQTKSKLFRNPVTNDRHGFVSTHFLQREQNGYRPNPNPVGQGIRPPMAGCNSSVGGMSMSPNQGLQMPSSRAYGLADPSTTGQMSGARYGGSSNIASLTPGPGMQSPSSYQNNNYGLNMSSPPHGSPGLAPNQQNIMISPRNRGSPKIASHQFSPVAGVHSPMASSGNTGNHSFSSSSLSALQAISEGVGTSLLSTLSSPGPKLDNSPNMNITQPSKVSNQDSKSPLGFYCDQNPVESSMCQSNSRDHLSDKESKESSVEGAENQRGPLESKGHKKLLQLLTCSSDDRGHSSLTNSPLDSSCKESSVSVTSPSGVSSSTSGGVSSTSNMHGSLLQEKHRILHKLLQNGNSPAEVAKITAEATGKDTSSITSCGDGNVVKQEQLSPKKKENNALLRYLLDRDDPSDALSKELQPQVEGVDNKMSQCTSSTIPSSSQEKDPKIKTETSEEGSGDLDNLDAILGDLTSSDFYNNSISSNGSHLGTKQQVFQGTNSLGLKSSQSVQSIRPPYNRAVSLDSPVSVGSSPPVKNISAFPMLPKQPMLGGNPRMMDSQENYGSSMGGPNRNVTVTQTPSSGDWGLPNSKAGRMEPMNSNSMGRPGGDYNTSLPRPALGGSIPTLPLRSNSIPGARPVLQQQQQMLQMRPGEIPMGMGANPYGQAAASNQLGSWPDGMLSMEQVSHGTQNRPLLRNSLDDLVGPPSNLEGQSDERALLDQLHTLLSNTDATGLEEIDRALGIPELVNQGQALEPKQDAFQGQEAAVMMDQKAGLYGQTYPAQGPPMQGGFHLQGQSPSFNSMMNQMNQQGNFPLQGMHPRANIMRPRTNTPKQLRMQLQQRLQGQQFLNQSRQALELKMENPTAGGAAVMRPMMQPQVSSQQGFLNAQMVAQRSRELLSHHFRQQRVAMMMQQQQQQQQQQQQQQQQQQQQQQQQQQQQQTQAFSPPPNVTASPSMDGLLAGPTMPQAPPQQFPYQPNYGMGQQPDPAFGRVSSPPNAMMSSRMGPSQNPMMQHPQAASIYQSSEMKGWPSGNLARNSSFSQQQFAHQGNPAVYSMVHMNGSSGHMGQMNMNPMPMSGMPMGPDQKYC
# EBV LMP1 NFkB = inhibitors of Epstein-Barr LMP1-induced NF-kappaB reporter; LMP1-induced NF-kappaB luciferase reporter cells, luminescence; inhibition, % at 12.5 µM; hit rate 0.69% among 350,000; in the data active = inhibition above about 41%;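 also: 0% = neutral control wells and 100% = reference inhibitor control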
# NR5A2 inv ag = suppresses constitutive activity of human LRH-1. AID 602396. inhibition, % at 3.6 µM. O00482. hit rate 0.13% among 360,000. HEK293T StAR-luciferase reporter, LRH-1 transfected, 24 h;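 active = inhibition above the mean inhibition of all tested compounds plus 3 SD, cut at about 73% in these data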;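 also: 0% = DMSO wells and 100% = reporter-only cells lacking LRH-1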
# TRAIL sens C8 = caspase-8 TRAIL sensitization; NB7+C8 cells + TRAIL, ATPlite viability luminescence; inhibition (viability loss, TRAIL sensitization), % at 10 µM; hit rate 1% among 360,000;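 active = compounds causing at least 50% loss of cell viability in the single-dose screen, relative to plate controls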
# NOD2 RIPK2 PPI = inhibitors of human NOD2-RIPK2 interaction | inhibition, % at 4.98 µM | CHO BLA complementation NOD2-RIPK2, CCF4 ratio | O43353 | AID 624267 | hit rate 0.38% among 360,000; in the data active = inhibition above about 21%;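 also: 0% = vehicle only and 100% = reference blocker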
# TLR9-MyD88 block = TLR9-MyD88 interaction inhibition; Q9NR96+Q99836; CHO BLA complementation TLR9-MyD88, CCF4 FRET ratio; inhibition, % at 4.98 µM; hit rate 0.21% among 340,000;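 active = inhibition above the mean over all tested compounds plus 3 SD, cut at about 21% in these data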;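 also: 0% = DMSO only wells and 100% = clavulanate BLA inhibitor control wells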
# SRC1 inh = human NCOA1 inhibition | hit rate 0.12% among 360,000 | HEK293 GAL4-SRC1 luciferase reporter, luminescence | AID 588354 | Q15788 | inhibition, % at 3.6 µM;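 active = inhibition above the campaign mean plus 3 SD, with each screening campaign given its own cutoff, cut at about 60% in these data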;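 also: 0% = DMSO treated cells and 100% = gossypol at 36 µM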
# COUP-TFII inh = NR2F2 (human) inhibition, primary screen. inhibition, % at 8.6 µM. HEK293T NGFI-A luciferase reporter, luminescence. hit rate 0.7% among 370,000;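 active = inhibition above a per-plate cutoff, mean inhibition of test wells between control levels plus 3 SD, cut at about 38% in these data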;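 also: cells cotransfected with COUP-TFII expression vector driving the NGFI-A reporter; 0% = median of COUP-TF2 test wells and 100% = reporter-only cells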
# NCOA2 inhibitor = human SRC2 (NCOA2) inhibition | inhibition, % at 9 µM | hit rate 0.17% among 370,000 | HEK293 GAL4-SRC2 luciferase reporter, luminescence | Q15596;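 active = inhibition above the mean inhibition of all tested compounds plus 3 SD, set per campaign, cut at about 52% in these data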;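 also: 0% = DMSO treated cells and 100% = cells given Gossypol at 36 µM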
# TROY NFkB inh = blocks TROY-dependent signaling in reporter cells | Q293 LMP1-TROYcd NF-kB luciferase reporter, 4 h | inhibition, % at 10 µM | hit rate 0.98% among 360,000;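 active = compounds whose plate-normalised and pattern-corrected inhibition of the luciferase reporter signal at the single screening dose is 50% or more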
# Starred values were filed as active, the others as inactive; . = no result given; & = joins results of further samples.
SMILES	Vif imaging	NCOA3 inh	EBV LMP1 NFkB	NR5A2 inv ag	TRAIL sens C8	NOD2 RIPK2 PPI	TLR9-MyD88 block	SRC1 inh	COUP-TFII inh	NCOA2 inhibitor	TROY NFkB inh
CCS(=O)(=O)Nc1cccc(C2=NN(S(=O)(=O)CC)C(c3cccs3)C2)c1 (stereo not drawn)	-6.1	-6.5	0.9	-11.7	6.8	3.4	-1.3	9.9	3.0	11.4	-5.8
COc1ccc(-c2cnn(-c3ccccc3)c2N)cc1OC	-0.1	5.9	-7.3	2.8	-5.0	1.5	-3.0	0.5	-8.8	-2.7	-15.3
O=C(COC(=O)C1CC2C=CC1C2)Nc1c(Br)cc([N+](=O)[O-])cc1Br (stereo not drawn)	36.3	2.0	-0.3	3.1	-4.6	6.8	-1.9	7.8	3.4	4.2	5.0
O=C(Nc1cc(S(=O)(=O)N2CCCCC2)ccc1O)c1ccccc1NS(=O)(=O)c1ccc(F)cc1	2.5&3.4	-9.3&14.5	-7.7&-7.4	-22.1&-17.0	-8.4&22.3	-2.5&-3.3	-5.9&4.8	-6.4&-1.8	-8.1&9.2	16.0&-8.2	43.2&40.8
O=C(CCN1C(=O)c2cccc3cccc(c23)C1=O)NC1CCS(=O)(=O)C1 (stereo not drawn)	-3.9	11.6	-4.9	-14.5	18.7	0.8	-14.0	0.0	12.2	-0.8	-8.1
O=[N+]([O-])c1ccc(C2Nc3cccc4cccc(c34)N2)cc1	-1.6	13.1	0.8	18.5	-7.3	-9.1	-24.5	-9.8	4.0	-17.5	7.9
c1ccc(-c2nc(SCc3nc4ccccc4[nH]3)c3oc4ccccc4c3n2)cc1	-2.1	2.5	8.6	25.1	9.5	-1.3	-2.1	-11.0	-2.2	-21.9	-23.8
CC1CCc2nn(CC(=O)NCCCN3CCCC3=O)cc2C1 (stereo not drawn)	12.4	-4.1	0.5	-0.6	-8.6	2.1	-2.7	0.7	4.5	10.2	2.8
COc1cccc(-c2csc(N3CCN(C(=S)Nc4ccccc4C)CC3)n2)c1	-8.6	-13.3	-5.0	-0.8	-0.4	-4.7	-1.6	-26.5	-27.7	-20.6	-9.6
Cc1csc(NC(=O)CSc2nnc(Cc3cccn3C)n2CCc2ccccc2)n1	-1.6	14.1	4.0	8.4	-2.9	0.3	-1.5	-15.5	4.9	4.2	-5.2
O=c1cnn(Cc2ccc(Cl)c(Cl)c2)c2ccccc12	-2.5	-13.9	2.9	7.1	5.3	-9.6	2.0	-4.1	-9.5	4.0	-74.4
Cc1cccc(NCN2C(=O)c3ccccc3C2=O)c1	-14.2	-8.7	-1.6	-8.5	5.0	-2.4	1.6	-8.7	-6.7	13.3	-16.0
Cc1ccc(-n2nnc3c(=O)n(CC(=O)N4CCC(C)CC4)cnc32)cc1	1.0	17.3	13.4	3.0	3.0	-14.1	-1.5	-9.0	.	.	-11.9
COc1ccccc1-n1nnnc1SCC(=O)NCC1CCCO1 (stereo not drawn)	-6.2	11.1	-9.4	11.7	7.1	0.1	-7.7	-16.3	-15.9	0.4	0.9
CC(CCc1ccccc1)NC(=O)COC(=O)c1ccc([N+](=O)[O-])cc1 (stereo not drawn)	2.7	-6.5	-3.8	1.1	-2.5	-6.4	6.5	-11.5	7.9	-6.8	-18.8
CCCc1cc(=O)oc2c(C)c(OC3CCCCC3=O)ccc12 (stereo not drawn)	-13.6	3.3	2.7	-0.2	10.2	9.5	-11.6	1.0	21.0	2.8	10.0
COc1ccc(CN(C)C(=S)Nc2ccc(Cl)cc2Cl)cc1	.	-8.0	0.7	-1.9	-4.5	3.7	3.9	2.5	-5.7	-4.8	-8.0
COc1cccc(CNC(=O)Cn2ccc([N+](=O)[O-])n2)c1	0.2	-8.4	11.1	-16.1	4.0	1.9	-8.7	9.1	-6.4	-20.9	4.1
COc1cc(-c2noc(C3CCCN(C(=O)c4c(F)cccc4F)C3)n2)cc(OC)c1OC (stereo not drawn)	-1.8	10.5	2.1	-0.9	0.2	7.4	1.8	-20.9	0.9	-8.9	-4.2
Cc1onc(-c2ccccc2Cl)c1C(=O)Nc1cc(=O)n(C)c(=O)n1C	0.7	-3.0	-4.9	-6.8	-0.6	-0.1	-3.4	-37.5	-23.1	-0.9	-8.6
N/C(CC(=O)Nc1ccc(F)c(Cl)c1)=N\OC(=O)c1cccs1	6.8	16.6	-3.6	-5.5	29.2	-6.7	-3.3	-0.9	-17.7	13.8	6.5
CCOC(=O)c1cn(C2CC2)c2c(F)c(NCCCN(C)C)c(F)cc2c1=O	7.5	27.1	-6.5	-5.5	-0.4	-3.7	2.1	-6.5	-14.0	8.0	-6.0
CCOC(=O)/C=C1\NC(C)(C)Cc2cc(OC)c(OC)cc21	2.3	10.0	10.4	6.8	-15.2	0.2	6.2	-19.3	-9.4	-6.3	12.2
CN1CCN(C(=O)CCS(=O)(=O)c2cc3c(cc2Cl)NC(=O)CO3)CC1	0.8	1.0	7.6	4.1	-5.6	-15.2	-3.3	7.0	-7.2	1.6	2.9
CCCn1c(SCC(=O)N2CCCC(C)C2)nnc1-c1cccnc1 (stereo not drawn)	0.4	5.7	1.4	-10.4	-5.7	-2.2	-2.7	-0.7	8.0	2.5	-30.2
O=C(Cc1cccs1)NNC(=O)C12CC3CC(CC(C3)C1)C2	-2.3	-9.2	-2.3	1.7	0.6	0.4	7.8	6.0	-7.6	-3.3	0.2
CCCc1ccc(S(=O)(=O)N/N=C(/C)c2ccc3c(c2)OCO3)cc1	0.2	3.0	-7.1	-13.4	-6.1	-7.5	-14.1	15.7	-3.8	-36.3	4.9
O=Cc1c(Cl)cccc1Cl	0.1	-5.2	-0.2	8.8	-4.4	-0.9	-6.4	-27.4	13.9	-15.2	2.8
Cc1ccc(C(=O)Nc2ccc(OCc3ccccc3)cc2)cc1[N+](=O)[O-]	8.6	14.8	-1.0	19.7	2.3	-2.9	0.9	-8.3	8.9	-8.5	-6.1
CCCCC(=O)Nc1nnc(S(=O)(=O)N(CC)c2ccccc2)s1	.	5.4	-1.8	12.5	-14.8	2.8	-9.0	-3.5	6.5	-15.2	-7.3
CCn1ccnc1CNC(=O)CC1C(=O)NCCN1Cc1ccc(F)cc1Cl (stereo not drawn)	1.6	15.9	-2.3	6.3	-9.2	-7.1	3.5	7.9	2.5	13.8	-42.8
CCCSc1cc(NCCOC(C)=O)c([N+](=O)[O-])c2nonc12	-1.2	20.0	10.7	22.1	-2.0	-1.7	-1.1	3.6	-15.2	-7.5	1.4
Cc1cccn2c(=O)c3cc(C(=O)NC4CCCC4)c(=N)n(Cc4ccc(F)cc4)c3nc12	-3.5	-4.0	9.0	-2.4	5.3	-6.5	-15.0	18.4	7.6	8.1	0.8
Cc1csc(-c2cccnc2)n1	-6.3	23.5	1.5	6.9	-8.0	-4.2	-7.8	-11.3	17.4	9.3	22.1
Cc1ccnc(N2C(=O)c3cccc4c([N+](=O)[O-])ccc(c34)C2=O)c1	18.8	4.1	-3.9	17.5	29.9	88.0*	78.6*	-22.1	-13.2	-82.9	40.1
COc1ccccc1/C=C/C(=O)OCC(=O)N1c2ccccc2CC1C (stereo not drawn)	0.5	13.2	-0.9	14.8	-1.4	-6.3	-3.3	-0.6	9.4	-9.0	-32.1
O=C(c1cc(-c2ccc(F)cc2)nc2ccccc12)N1CCN(C2CCS(=O)(=O)C2)CC1 (stereo not drawn)	-20.2	-7.9	2.2	-1.9	3.2	1.0	-4.0	-4.2	4.0	2.3	-16.3
COc1cc(NC(=S)N2CCc3ccccc3C2)cc(OC)c1	-1.6	-12.4	-0.6	3.1	-6.6	3.4	-0.6	2.4	-8.6	3.7	-26.9
O=C(COC(=O)/C=C/c1ccc(F)cc1)Nc1nnc(-c2ccccc2)o1	-7.2	10.5	3.2	-24.7	10.4	0.5	-1.6	-13.7	6.5	-6.0	1.4
CC(CCc1ccccc1)NC(=O)c1cncc(Br)c1 (stereo not drawn)	1.0	1.0	-1.1	-9.5	-12.8	-8.3	4.7	-7.2	10.4	-3.4	-1.6
COc1cc2nc(N(CCCN(C)C)C(=O)c3ccc(S(=O)(=O)N4CCc5ccccc54)cc3)sc2cc1OC	50.3*	18.6	-11.2	5.8	8.8	0.5	0.4	-16.1	-20.8	-30.1	-21.3
CN(CCCNC(=O)C1CCC(=O)N1Cc1ccc(F)cc1)c1ccccc1 (stereo not drawn)	-4.6	5.5	-7.5	11.9	-3.5	3.4	-4.1	4.4	-3.4	5.6	4.1
O=C(O)c1ccc(CSc2nnc(-c3ccncc3)n2CC2CCCO2)cc1 (stereo not drawn)	-0.6	10.6	14.7	16.4	5.4	-6.5	17.0	-6.9	1.7	-4.9	3.2
CCCc1c(C(=O)N/N=C/c2ccccc2C(F)(F)F)nnn1-c1nonc1N	8.0	-5.5	7.7	3.5	-0.1	6.6	-0.3	13.1	-2.4	2.6	-9.2
CC(C)c1nc(Cl)c(C#N)c2c1CSC(C)(C)C2	-0.8	7.7	6.3	-21.9	0.3	3.7	2.8	0.8	15.3	-6.4	15.5
O=C(CC(=O)c1ccccc1)Nc1ccc([N+](=O)[O-])cc1	-5.1	-29.6	-18.5	-43.7	-8.3	-1.7	2.3	-25.0	-25.4	-23.4	-38.1
C=CCSc1ncnc2sc(C)c(C)c12	-8.1	8.1	-5.1	-9.4	-2.9	-22.4	-0.8	0.3	-1.3	10.7	17.7
O=C(CCNS(=O)(=O)c1cccc2nsnc12)NCCc1ccccc1	1.8	2.3	2.5	20.9	-7.8	-2.0	-2.3	10.8	-5.0	4.9	-9.1
Cc1cc(C)cc(-n2nnc(C(=O)NCc3ccc4c(c3)OCO4)c2N)c1	15.4	1.2	9.3	26.3	4.0	2.0	7.5	12.6	20.7	-20.9	-5.2
CCN(CC)CCCN(Cc1cc2cc3c(cc2[nH]c1=O)OCCO3)C(=O)Nc1ccccc1	4.9	15.9	-14.7	-6.5	2.5	-8.2	-0.1	-44.5	-9.5	-6.5	78.0*
S=C(Nc1ccc(Br)cc1Cl)NC1CCN(Cc2ccccc2)CC1	3.4	26.2	-7.7	-9.2	3.0	-2.0	-21.8	3.1	19.0	-6.9	17.4
CCN(CC)CC(=O)N1c2ccccc2Oc2c(c(=O)n(C)c(=O)n2C)C1c1cccc([N+](=O)[O-])c1 (stereo not drawn)	-5.1	16.5	2.7	7.9	-4.6	0.7	-2.9	-3.8	6.9	-14.8	6.1

# Source: PubChem (several laboratories)

# A portion of the library (hit frequency here may not be typical).
